# M5 PAM – positive allosteric modulators of human muscarinic M5 receptor; CHO-K1 hM5, Fluo-8 calcium, ACh EC20 PAM; 0% = ACh EC20, 100% = ACh EC100; activation, % at 3 µM; 0.3% of 360,000 active; P08912; AID 624038;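 active = activation above the run cutoff, the mean activation of all test compounds plus 3 SD, cut at about 18% in these data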
# Target sequence (P08912 whole entry, looked up): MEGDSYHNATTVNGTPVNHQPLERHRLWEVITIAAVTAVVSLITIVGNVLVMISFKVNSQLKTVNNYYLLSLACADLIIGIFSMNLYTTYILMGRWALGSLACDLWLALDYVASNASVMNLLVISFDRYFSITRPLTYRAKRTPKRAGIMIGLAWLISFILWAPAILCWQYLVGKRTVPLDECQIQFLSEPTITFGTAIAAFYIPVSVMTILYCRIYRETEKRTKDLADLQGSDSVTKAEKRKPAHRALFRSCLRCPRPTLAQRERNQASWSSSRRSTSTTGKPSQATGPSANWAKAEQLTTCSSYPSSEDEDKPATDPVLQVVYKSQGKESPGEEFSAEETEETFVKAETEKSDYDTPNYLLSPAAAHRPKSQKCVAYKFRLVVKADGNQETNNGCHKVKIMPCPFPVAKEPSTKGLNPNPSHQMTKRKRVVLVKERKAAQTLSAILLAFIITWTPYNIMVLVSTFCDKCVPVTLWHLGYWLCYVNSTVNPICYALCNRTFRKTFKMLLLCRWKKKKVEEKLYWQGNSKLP
#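 Measured by: Fluo-8 calcium fluorescence; material: human M5 receptor in CHO-K1 cells; schedule: Post-acetylcholine fluorescence recording 140 s; benchmarks: low control EC20 acetylcholine (0%), high control EC100 acetylcholine (100%); read-out: Max/basal fluorescence ratio as % of EC20–EC100 ACh window; compound: single dose, 3 µM nominal final test concentration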
# M4 ag – agonists of human muscarinic M4 receptor (CHRM4); P08173; CHO-K1 hM4/Gqi5, Fluo-8 calcium fluorescence; vehicle 0%, full acetylcholine response 100%; activation, % at 3 µM; 0.14% of 360,000 active; AID 624127;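 active = activation above the run mean over all test wells plus 3 SD, cut at about 32% in these data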;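 note: peak over basal fluorescence ratio per well then scaled between controls; 0% = DMSO wells and 100% = acetylcholine at EC100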
# M4 antag – blocks acetylcholine activation of human M4 receptor; 0.73% of 360,000 active; AID 624125; inhibition, % at 3 µM; CHO-hM4 cells, ACh EC80, Fluo-8 calcium fluorescence;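 active = inhibition above its plate's cutoff, the mean inhibition of sample wells plus 3 SD, cut at about 27% in these data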;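 note: 0% = acetylcholine EC80 with DMSO and 100% = DMSO without agonist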
# CHRM1 PAM – potentiates human M1 receptor response to acetylcholine | AID 588819 | activation, % at 3 µM | P11229 | 0.088% of 360,000 active | CHO-K1 hM1, Fluo-8 calcium fluorescence, ACh EC20; 0% = ACh EC20, 100% = maximal ACh; in the data active = activation above about 19%, passing the limit was not always enough
# Target sequence (P11229 whole entry, looked up): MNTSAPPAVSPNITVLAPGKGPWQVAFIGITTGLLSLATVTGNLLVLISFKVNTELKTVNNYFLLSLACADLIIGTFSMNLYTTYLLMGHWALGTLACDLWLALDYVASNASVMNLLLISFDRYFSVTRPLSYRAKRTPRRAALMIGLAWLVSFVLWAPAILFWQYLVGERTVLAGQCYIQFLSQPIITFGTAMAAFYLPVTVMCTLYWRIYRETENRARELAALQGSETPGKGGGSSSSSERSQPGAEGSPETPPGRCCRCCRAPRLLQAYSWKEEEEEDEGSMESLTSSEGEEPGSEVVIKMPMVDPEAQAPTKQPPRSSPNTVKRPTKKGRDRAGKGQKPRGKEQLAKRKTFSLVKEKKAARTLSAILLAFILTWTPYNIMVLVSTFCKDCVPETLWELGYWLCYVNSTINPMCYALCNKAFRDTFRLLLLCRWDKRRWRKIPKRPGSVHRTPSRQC
# CHRM5 agonist – CHRM5 agonism in calcium assay. 0.19% of 360,000 active. AID 624037. CHO-K1 hM5 cells, Fluo-8 calcium fluorescence; 0% DMSO wells, 100% maximal acetylcholine response. activation, % at 3 µM. P08912;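 active = activation above the run's mean over test compounds plus 3 SD, cut at about 23% in these data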;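 note: signal is peak over basal fluorescence ratio across the kinetic read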
# CHRM1 antagonist – antagonists of human M1 muscarinic receptor; CHO-K1 hM1, Fluo-8 calcium fluorescence, ACh EC80 antagonist; 1.3% of 360,000 active; inhibition, % at 3 µM; AID 588852;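 active = percent inhibition above its own plate's cutoff, namely the mean of that plate's compound wells plus 3 SD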;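 note: peak over basal fluorescence ratio during 140 s after agonist addition; 0% = ACh EC80 plus DMSO and 100% = DMSO alone without agonist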
# TAAR1 agonist – human TAAR1 agonism. activation, % at 3 µM. 0.99% of 360,000 active. Q96RJ0. CHO RD-HGA16 TAAR1, Fluo-8 calcium fluorescence; vehicle wells 0%, saturating PEA agonist 100%. AID 624467;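 active = activation above the mean activation of all test compounds in the run plus 3 SD, cut at about 38% in these data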
#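 Repeats: no replicates (n 1) | Material: CHO-derived RD-HGA16 cells with stable Gα16 and human TAAR1 | Technique: Kinetic Fluo-8 calcium fluorescence | Schedule: 17-24 h seeding, 75 min 37 °C dye, 30 min RT | Evaluation: % activation from peak over basal fluorescence ratio, DMSO-to-PEA scaled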
# M5 antag – antagonists of human muscarinic M5 receptor (CHRM5) | 0.59% of 360,000 active | P08912 | AID 624040 | inhibition, % at 3 µM | CHO-hM5 cells, Fluo-8 calcium fluorescence, ACh EC80;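 active = inhibition above a per-plate cutoff, the mean of that plate's test compounds plus 3 SD, cut at about 27% in these data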;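 note: 0% = acetylcholine EC80 with DMSO and 100% = DMSO without agonist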
# M1 ag – activates human CHRM1 receptor | AID 588814 | CHO-K1 hM1, Fluo-8 calcium fluorescence, agonist mode; 0% DMSO, 100% acetylcholine EC100 | activation, % at 3 µM | 0.33% of 360,000 active | P11229;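 active = activation above the run's mean compound activation plus 3 SD, cut at about 16% in these data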;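 note: peak over basal fluorescence ratio within a 140 s kinetic read after compound addition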
# Numbers without * were called inactive; . = not tested or not shown.
# Value order – M5 PAM	M4 ag	M4 antag	CHRM1 PAM	CHRM5 agonist	CHRM1 antagonist	TAAR1 agonist	M5 antag	M1 ag
O=C(CC1C(=O)N(c2ccc(F)cc2)C(=O)N1Cc1ccccn1)Nc1ccccc1 (stereo unspecified)
    -10.0	16.0	12.9	-2.5	6.4	4.2	15.4	4.2	-0.3
Cn1c(=O)c(C(=O)NNC(=O)c2ccccc2Cl)c(O)c2ccccc21
    -0.2	2.4	-8.8	12.2	-3.6	-10.7	27.7	-8.8	-1.1
O=C1[C@@H]2C(c3ccccc3Cl)=NO[C@@H]2C(=O)N1Cc1ccccc1
    -4.3	5.5	-16.5	3.4	-1.2	-21.6	9.3	-5.2	-2.3
COc1ccc(S(=O)(=O)N(C)C[C@H]2Oc3ncc(-c4ccncc4)cc3C(=O)N([C@@H](C)CO)C[C@@H]2C)cc1
    0.2	-1.6	-4.6	-2.3	-1.0	5.2	-2.7	2.0	-7.4
CCN(CC)CC(C)CNC(=O)CN1C(=O)CSc2ccc(S(=O)(=O)N3CCOCC3)cc21 (stereo unspecified)
    -8.5	0.8	-7.0	12.0	-3.3	-13.9	3.8	19.9	-12.3
CCCN(CCC)c1ccc(CC(=O)NC(C)Cc2ccccc2)cc1 (stereo unspecified)
    -2.7	-1.3	-6.8	10.2	-2.7	-4.5	4.2	-8.4	-10.9
COCCNC(=O)C(c1ccc(C)cc1)N(Cc1ccco1)C(=O)CCC(=O)Nc1ccccn1 (stereo unspecified)
    -4.3	1.1	5.8	2.4	2.3	1.0	0.3	23.2	-2.4
COc1cc(OC)cc(C(=O)Nc2ccccc2-c2nnn(CC(=O)Nc3cc(C)on3)n2)c1
    0.6	2.0	-13.4	8.7	-4.8	-6.2	1.6	-1.9	-2.5
CC(=O)NC1(C)CCC2CC1C(C)=NC2(C)C (stereo unspecified)
    4.7	0.8	-6.6	9.3	1.9	-6.9	-0.6	-5.2	-6.9
CN(CC(=O)Nc1ccccc1C(=O)NC1CC1)Cc1cccs1
    -5.6	1.4	1.1	2.2	0.4	-3.3	8.5	12.7	-2.8
CCOC(=O)C1=C(C)C2C3C(=O)N(c4ccccc4C)C(=O)C3C1(C)C1C(=O)N(c3ccccc3C)C(=O)C21 (stereo unspecified)
    5.6	1.2	-9.9	2.4	-1.8	-7.9	1.6	-9.3	-5.7
COc1ccc(CCN2C(=S)N(c3ccc(Cl)cc3)C(=O)C2CC(N)=O)cc1OC (stereo unspecified)
    -5.9	1.9	-4.7	0.9	5.8	-7.7	4.0	6.1	-3.6
CCC(Oc1ccccc1)C(=O)Nc1nnc(S(=O)(=O)Nc2ccccc2)s1 (stereo unspecified)
    0.3	2.1	-6.8	10.9	5.2	-4.5	8.3	4.4	3.5
CC(SCc1ccccc1)C(=O)Nc1ccc2c(c1)OCO2 (stereo unspecified)
    1.4	-0.9	1.9	4.5	-2.7	-1.5	9.0	1.9	-6.3
CCN(Cc1ccc(OC)c(COC)c1)CC1CCCN(CCc2cccc(OC)c2)C1 (stereo unspecified)
    -10.7	2.4	13.7	-11.2	-21.2	4.7	3.6	6.3	-8.3
CCOC(=O)c1nc(Nc2ccccc2)c2ccccc2n1
    -4.3	7.6	-10.3	3.2	2.7	-12.3	1.2	-3.7	1.4
Nc1ccc(-n2nc(C(F)(F)F)cc2C(F)(F)F)cc1
    5.1	0.1	0.7	7.3	-6.5	-10.5	0.1	-1.3	-6.2
Cc1ccc(NC(=O)C2OCCc3ccccc32)cc1 (stereo unspecified)
    12.3	0.3	-0.3	10.9	-2.9	-9.3	2.1	-9.1	-8.0
COc1ccc(NC(=O)c2sc3nc(N4CCOCC4)c4c(c3c2N)CCCC4)cc1
    0.0	1.3	-7.5	1.9	0.4	-3.1	.	-11.4	-1.9
CN1C(=O)[C@H]2[C@@H](c3ccc(C(F)(F)F)cc3)N[C@]3(CCCN(CC4CCCCC4)C3=O)[C@H]2C1=O
    5.2	0.7	0.1	5.7	-1.2	-11.8	-1.5	1.0	-6.8
C=CCOc1ccccc1CNCc1cccnc1
    8.8	0.7	-2.8	9.6	-8.5	-7.7	9.3	-1.1	-3.8
Cc1c([N+](=O)[O-])c2ccc(O)cc2n1-c1ccccc1
    -4.9	0.6	3.1	5.8	-3.8	-6.5	10.8	6.1	0.7
N#CCC(=O)N1CC2(CC(c3cccc(NC(=O)COc4ccc(Cl)cc4)c3)=NO2)C[C@@H]1C(N)=O (stereo partly specified)
    -11.6	-1.4	3.9	-2.4	-1.2	3.5	22.4	15.6	-5.7
COC(=O)c1ccccc1NC(=O)CN1CCOCC1
    -1.6	0.4	-1.0	3.6	-0.4	3.0	15.9	-4.7	-2.2
Cc1ccc(C(=O)NC(=S)N2CCN(c3ccc([N+](=O)[O-])cc3)CC2)cc1
    3.5	-2.0	-8.7	2.4	-3.1	-9.7	-2.8	-4.6	-10.4
COc1ccc(S(=O)(=O)N2CCN(C(=O)c3ccc4ccccc4n3)CC2)cc1
    -12.3	2.9	4.7	3.8	-11.4	-2.4	0.8	12.6	-4.1
CCOC(=O)N1CCN(C(=O)COC(=O)COc2c(C)cc(C)cc2C)CC1
    4.1	1.1	-14.7	19.1	1.5	-15.9	-1.1	5.2	2.1
Cc1cc(O)c(C(C)C)cc1NC(=O)Nc1ccc([N+](=O)[O-])cc1
    -2.6	5.3	-7.1	3.0	0.5	-2.1	1.8	17.8	-3.2
CC(=Nc1ccc(O)cc1)c1sc2ccccc2c1O
    -1.4	1.7	-3.5	1.7	-2.5	-13.2	16.1	9.9	3.4
Cc1ccc(CCNS(=O)(=O)c2cc3c(cc2C)NC(=O)CO3)cc1
    1.4	5.0	-14.4	7.5	1.0	-13.3	12.5	-4.0	0.8
O=c1[nH][nH]c2c1[C@@H](c1ccc(F)cc1)O[C@H](CCc1ccccc1)C2
    8.2	2.0	4.6	.	5.8	.	1.5	4.7	.
O=C(OC(C(=O)NC1CCCC1)c1ccc(F)cc1)c1ccno1 (stereo unspecified)
    -2.6	1.0	-3.6	8.9	0.5	0.3	22.7	5.4	-6.5
Cc1ccc(S(=O)(=O)Cc2ccc(C(=O)N3CCN(c4ccccn4)CC3)o2)cc1
    -14.0	13.9	-8.3	-10.8	2.1	21.2	3.6	5.3	-2.7
O=C(NCC(=O)N(c1ccc2c(c1)OCO2)C(C(=O)NC1CCCC1)c1ccncc1)c1ccco1 (stereo unspecified)
    -1.9	0.0	0.9	-3.9	-0.1	-8.5	10.1	0.3	-0.3
CCOCCCn1c(=S)[nH]c2cc(C(=O)NCCN(CC)CC)ccc2c1=O
    6.3	1.0	8.1	1.7	0.5	-2.5	5.6	-7.4	-6.6
CCn1c2ccccc2c2cc(NS(=O)(=O)c3ccccc3C)ccc21
    -1.8	-0.8	-3.0	4.0	-3.0	-43.7	6.4	-4.3	0.6
Cc1ccc(C)c(-n2[nH]c3c4c(ccc3c2=O)C(=O)c2ccccc2C4=O)c1
    -10.3	1.0	3.0	-1.0	-0.6	-1.3	-3.8	3.1	-2.2
CS(=O)(=O)c1ccc(Cl)c(NC(=O)COC(=O)CNC(=O)c2ccc3ccccc3c2)c1
    4.3	4.0	-8.6	10.4	2.5	-8.5	3.8	-2.0	2.0
CC1CCC2(CC1)NC(=O)N(CC(=O)c1cccn1C)C2=O (stereo unspecified)
    -6.7	0.5	-1.9	3.2	-2.4	-25.1	11.3	2.5	-0.6
N#Cc1ccsc1NC(=O)CSc1nnc(NC2CC2)s1
    -0.2	1.0	-9.7	3.2	0.9	-8.7	3.0	-4.4	-0.7
Cc1ccc(Nc2nnns2)cc1
    2.9	0.0	0.6	4.6	0.2	0.0	13.2	-2.0	-2.1
Cc1ccccc1C[n+]1cccc2ccccc21
    -7.4	-0.1	17.5	-6.7	-12.8	8.2	1.2	9.1	-13.5
CC1CCCCC1NC(=O)COC(=O)c1ccccn1 (stereo unspecified)
    4.6	0.6	-0.1	3.4	-7.2	-14.3	1.4	-7.3	-2.0
O=C(CN1C(=O)COc2ccccc21)Nc1ccc(F)cc1
    0.7	0.9	-2.4	2.5	1.3	-3.9	0.4	-1.2	-1.0
O=C(CN1CCN(S(=O)(=O)c2ccccc2)CC1)N1CCCCC1
    -0.3	0.7	4.3	6.3	2.9	-8.5	2.1	3.0	-1.8
COc1ccccc1C(=O)OCC(=O)NC(C)CCc1ccccc1 (stereo unspecified)
    -9.1	0.6	-3.9	-4.9	-5.2	11.4	-0.2	4.1	-5.4
O=C(Nc1ccc(CN2CCOCC2)cc1)c1ccc(-c2ccc(Cl)cc2Cl)o1
    -11.1	12.0	4.0	-3.6	-10.3	1.2	7.8	1.0	-2.8
CCOCCCNC(=O)c1cc2c(=O)n3cccc(C)c3nc2s1
    4.6	0.7	-12.2	11.6	-1.4	-21.4	5.5	-2.8	-2.6
COc1ccc(-c2cnc(N)nc2-c2ccc(OCc3ccccc3)cc2O)cc1
    1.6	-1.6	3.5	-7.1	-4.5	0.0	7.7	-9.8	-2.4
CN(c1nc2nonc2nc1NC1CC1)C1CCOC1 (stereo unspecified)
    -4.2	0.7	-11.4	4.7	-2.3	-5.2	1.1	-16.2	-5.9
Cn1c(CSCc2ccc(F)cc2)nnc1SCC(=O)Nc1cccc(C(=O)O)c1
    4.3	0.1	-0.9	10.9	-0.8	-12.1	0.5	5.9	-2.0
O=C(c1ccccc1NS(=O)(=O)c1ccc(Cl)cc1)N1CCc2ccccc21
    6.1	1.8	-3.7	5.0	-0.8	1.6	-2.0	-17.2	-9.8
COC(=O)c1c(C(=O)OC)c2cc(C(=O)c3ccccc3)ccn2c1Cl
    -5.9	5.0	0.7	-9.2	-6.8	-9.5	9.0	6.5	-4.3
O=[N+]([O-])c1ccc(OCC(O)CN(CCO)CCO)cc1 (stereo unspecified)
    -0.2	0.4	7.0	-5.7	-0.9	9.3	2.4	3.2	-5.7
CCOC(=O)C(=O)Nc1cccc(C(=O)OCC)c1
    -0.9	1.1	-7.9	3.9	-3.6	0.5	-0.7	1.2	-6.4
COc1ccc(C(=O)C2CCN(C(=O)Nc3ccc(C)cc3)CC2)cc1
    -1.5	8.9	-19.1	9.7	0.8	-10.2	2.5	-4.5	10.1
O=C(COC(=O)c1ccc([N+](=O)[O-])o1)NCCCc1ccccc1
    0.6	2.2	0.2	5.1	-0.2	-3.2	1.1	10.8	-1.6

# Arranged by value in M5 antag (smallest number first): three from the list above.
Compound,M5 PAM,M4 ag,M4 antag,CHRM1 PAM,CHRM5 agonist,CHRM1 antagonist,M5 antag,M1 ag
CCCN(CCC)c1ccc(CC(=O)NC(C)Cc2ccccc2)cc1 (stereo unspecified),-2.7,-1.3,-6.8,10.2,-2.7,-4.5,-8.4,-10.9
CC1CCCCC1NC(=O)COC(=O)c1ccccn1 (stereo unspecified),4.6,0.6,-0.1,3.4,-7.2,-14.3,-7.3,-2.0
Cn1c(CSCc2ccc(F)cc2)nnc1SCC(=O)Nc1cccc(C(=O)O)c1,4.3,0.1,-0.9,10.9,-0.8,-12.1,5.9,-2.0

# Only part of the results is shown; the hit share may differ from the screen's.
